Screening data deposited in PubChem by National Center for Advancing Translational Sciences (NCATS).
HCV inh: inhibitors of hepatitis C virus infection. AID 651820. Huh7.5.1 HCVcc-Cre infection, luciferase reporter, 44 h. Potency, µM (doses to about 41.8 µM), for inactives: at the top dose activity change, negative = inhibition, actives largely listed as inhibitors. 340,000 compounds, 3.4% hits; note: potency is the fitted concentration of half-maximal effect; % is set by controls: 0 for no effect and ±100 for the full control effect
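Whole-lifecycle infectious HCVcc-Cre system; cells 1,000/well, compound then virus (~0.5 moi) added 4 h after plating, 44 h culture. Luciferase read 15 sec following 15 min substrate incubation, room temp.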
Shiga toxin inh: blocks Shiga toxin action in Vero cells; Vero cells, Shiga toxin protein synthesis inhibition reporter; inhibition, % at 38.7 µM; 290,000 compounds, 9.2% hits; AID 2315; in the data active = inhibition mostly above about 28%, no sharp cut-off; inactive = mostly below about 43%; note: 0% is about no effect
Pf growth 48h: inhibits P. falciparum growth in the first generation, 48 h | Potency, µM (doses to about 28.7 µM), for inactives: top-dose activity change, negative = inhibition, usual class: inhibitors | 310,000 compounds, 5.9% hits | P. falciparum luciferase growth in erythrocytes, 48 h; note: potency is the fitted concentration of half-maximal effect; % is set by controls: 0 for no effect and ±100 for the full control effect
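Luciferase-expressing parasites in RBCs, 2% Hct / 0.1% parasitemia final; RPMI 1640 + 0.5% Albumax; 37 C, 5% CO2, one generation; luminescence read-out, lower signal = inhibition.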
FBPA Giardia inh: blocks Giardia fructose-bisphosphate aldolase activity | 290,000 compounds, 0.71% hits | A8B2U2 | purified Giardia FBPA | Potency, µM (top dose mostly 59.6 µM), for the others: at the top dose activity, negative = inhibition, hits mostly inhibitors; note: potency is the fitted concentration of half-maximal effect; % is set by controls: 0 for no effect and ±100 for the full control effect; nearly all actives have a fitted effect of over 55% in size
Target sequence (A8B2U2 whole entry, looked up): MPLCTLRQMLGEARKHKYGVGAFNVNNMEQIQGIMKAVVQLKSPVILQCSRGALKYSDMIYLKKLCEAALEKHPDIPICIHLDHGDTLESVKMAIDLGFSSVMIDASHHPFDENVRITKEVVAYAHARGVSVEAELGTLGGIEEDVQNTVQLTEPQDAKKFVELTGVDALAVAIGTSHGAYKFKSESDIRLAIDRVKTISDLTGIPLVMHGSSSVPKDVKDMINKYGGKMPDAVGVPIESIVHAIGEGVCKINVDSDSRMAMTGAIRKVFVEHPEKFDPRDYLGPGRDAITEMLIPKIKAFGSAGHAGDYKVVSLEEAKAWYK
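Giardia FBPA (40 nM reagent) was preincubated 10 min at RT with compound (up to 57.5 uM final), then substrate plus GAPDH/TPI/NAD/arsenate coupling system with diaphorase/resazurin was added; resorufin fluorescence (525/598 nm) was read after 20 min.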
Pf growth 96h: P. falciparum growth inhibition at 96 hours | P. falciparum luciferase reporter growth, 96 h | Potency, µM (highest dose often 28.7 µM), for the others: at the highest dose activity change, negative = inhibition, most hits filed as inhibitors | 320,000 compounds, 6.9% hits | AID 504834; note: potency is the fitted concentration of half-maximal effect; % is set by controls: 0 for no effect and ±100 for the full control effect
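Delayed-death screen, second-generation endpoint: infected erythrocytes, 2% hematocrit, 0.05% parasitemia final; 96 hours at 37 C, 5% CO2; luciferase detection reagent; luminescence decrease equals reduced growth.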
Cycloheximide cs: counter-screen hit for Shiga toxin inhibitors, cycloheximide; cell reporter, cycloheximide protein synthesis inhibition counterscreen; 300,000 compounds, 12% hits; AID 2314; max response, %; in the data active = max response mostly above about 13%, no sharp cut-off; inactive = mostly below about 14%; note: read at 38.3 µM for the half of the compounds with a filed dose; 0% is about no effect
The depositor's hits bear a star; u = inconclusive; x = no result given; [ ] = another dose, or the depositor's remark. Unless noted, calls come from the whole dose curve; as a rule, active = well fitted curve in the direction sought with a large enough effect; inconclusive = small, poorly fitted or top-dose-only effect, or another doubt; inactive = no such curve, though single readings can be large; an effect the other way counts as inactive or inconclusive. Rows are unselected. About 24% of those tested had a hit in this group.

SMILES	HCV inh	Shiga toxin inh	Pf growth 48h	FBPA Giardia inh	Pf growth 96h	Cycloheximide cs
CC(=O)Cn1nnc2sc(-c3ccccc3)cc2c1=O	-13%	93*	105%[activator]	-6%	18%	46*
CS(=O)(=O)N1CCN(C(=O)CCC2CCCC2)CC1	25%	38	-1%	1%	2%[5.75 µM]	12
O=C(O)c1cccc(CSc2n[nH]c(-c3ccc(Cl)cc3Cl)n2)c1	10%	36	15%	13%	u	13
COc1cc2nc(N(C)C)nc(N)c2cc1OC	u	31	u	-15%	8%	7
S=c1[nH]nc(CSc2nc3ccccc3s2)n1C1CCCCC1	-18%	27	2%	24%	u	1
CC1=NN(/C(=N\c2nnc(C)s2)Nc2ccc(C(C)(C)C)cc2)[C@H](c2ccc(C)cc2)S1	-5%	27*	4.1µM*	-6%	6.6µM*	10
COc1cccc(-n2nc(C(=O)Nc3ccc4c(c3)OCO4)c3ccccc3c2=O)c1	2%	-11	u	0%	u	1
O=C(NC(=S)Nc1ccc(Br)cc1)C1CCC1	-10%	102*	10%	x	u	47*
CC(CC(=O)N1CCc2ccccc21)S(=O)(=O)c1ccc2c(c1)NC(=O)CO2 (stereo unspecified)	16%	6	-4%	x	10µM*	4
COc1ccc(OC)c(NC(=O)CCCc2ccccc2)c1	1%	-3	4%	6%	-6%	-1
O=C1c2oc3ccccc3c(=O)c2C(c2cccc(O)c2)N1c1ccccn1 (stereo unspecified)	17%	-6	x	-7%	-16%	-7
CCOC(=O)N1CCN(C(=O)CSc2nnc(C3COc4ccccc4O3)o2)CC1 (stereo unspecified)	-10%	-7	x	2%	u	1
COc1ccc(C2c3ccc(O)cc3Oc3ncn(Cc4ccco4)c(=N)c32)cc1 (stereo unspecified)	u	-6	u	-6%	u	-2
CN1CCN(C(=O)C2=C[C@H](c3coc4ccccc4c3=O)C[C@H](OCCCCO)O2)CC1	35%[activator]	-1	7%	-7%	12%	-3
COC(=O)/C=C(\C)N=Nc1c(O)[nH]c2ccccc12	-10%	39	u	1%	u	15
C=CCn1c(O)c(CN2CCOCC2)c(C)c(C#N)c1=O	26%	91*	2%	14µM*	u	30*
O=C(OCn1nnc2ccccc2c1=O)c1ccc2c(=O)n3c(nc2c1)CCC3	7%	-6	12%	10%	33%[activator]	0
O=C(NCC1CCCO1)[C@@H]1CSC2c3ccccc3C(=O)N21 (stereo partly specified)	5%	18	16%	1%	16%	-6
CC12CCC(c3nnc(SCc4ccc(Cl)cc4)nc31)C2(C)C (stereo unspecified)	9%	13	-12%	-1%	4.1µM*	-1
Cc1ccc(NC(=S)N(CCCN2CCN(C)CC2)Cc2cccs2)cc1C	u	15	u	2%	-2%	-3
Cc1cc(=O)n(C(NC(=O)c2ccccc2)C(=O)c2ccccc2)cn1 (stereo unspecified)	-12%	29	41%[activator]	-5%	-8%	19*
CC(=O)Nc1ccccc1NC(=O)C/C(C)=N/NC(=O)c1ccccn1	27%	61*	69%[activator]	u	u	38*
O=c1[nH]c(-c2ccc3c(c2)OCO3)nc2c1sc(=S)n2-c1ccccc1	16%	-16	33%[activator]	5%	31%[activator]	6
COc1ccc(N2CC(C(=O)O)CC2=O)cc1 (stereo unspecified)	26%	13	8%	-1%	-16%	-1
Cc1cc(-n2cnc(-c3cn[nH]c3C)n2)no1	9%	72*	108%[activator]	6%	100%[activator]	12
O=C(Nc1ccccc1C(F)(F)F)c1cc(S(=O)(=O)N2CCOCC2)ccc1F	21%	14	10%	4%	0.93µM*	-2
CCOC(=O)c1cc(-c2ccccc2)sc1NC(=O)C(C)OC(=O)c1cccc(S(=O)(=O)N(C)C)c1 (stereo unspecified)	u	13	u	2%	u	-4
Cc1ccc(C)c(S(=O)(=O)NCCOc2nc(NC(C)C)nc(NC(C)C)n2)c1	-29%	-12	x	2%	u	-6
O=C(Nc1ccc(F)cc1)Nc1ccc(Cl)cn1	-1%	62*	65%[activator]	4%	81%[activator]	23*
COc1ccc(S(=O)(=O)N2CCN(CCC(=O)Nc3ccc(F)cc3)CC2)cc1	u	-8	-24%	0%	u	-6
COc1ccc(NC(=O)Nc2nnc(CC(=O)Nc3ccccc3)s2)cc1	13%	1	8%	3%	-15%	2
CC(C)C[C@H](NC(=O)N1CCCCCC1)C(=O)O	15%	-3	-3%	3%	26%	-3
CCN1CCOC(CC(=O)Nc2cccc([N+](=O)[O-])c2)C1=O (stereo unspecified)	11%	-7	76%[activator]	3%	107%[activator]	16
O=C1C(Cc2cccc([N+](=O)[O-])c2)S/C(=N/N=C/c2ccco2)N1c1ccccc1 (stereo unspecified)	7%	-3	12%	-10%	-4%	9
COc1ccc(S(=O)(=O)N2CCOCC2)cc1NC(=O)CSc1ccc(F)cc1	u	x	-8%	x	u	x
CC(C(=O)Nc1ccc2c(c1)OCO2)N(c1ccc(Cl)cc1)S(C)(=O)=O (stereo unspecified)	13%	-3	3%	-5%	x	3
CC(=O)CSc1nc2c(c(=O)[nH]c(=O)n2C)n1CCCc1ccccc1	u	x	-17%	-16%	u	-2
O=C(NNC(=O)C1CC(c2cccnc2)=NO1)Nc1cccc(F)c1 (stereo unspecified)	-1%	-12	15%	15%	18%	-2
CCOc1ccc(NC(=O)CCC(=O)NNC(=O)COc2ccc(C)cc2)cc1	9%	9	17%	1%	56%[activator]	2
Cn1ccnc1SCC(=O)NC1CCCCC1	-5%	9	35%[activator]	-6%	-25%	18
CC(=O)Nc1ccccc1C(=O)C(=O)Nc1ccc(C)c(C)c1	-8%	40*	194%[activator]	1%	-7%	40*
CCOC(=O)C1C(C(=O)NN)C1C(=O)Nc1ccccc1 (stereo unspecified)	24%	-6	13µM*	0%	8%	3
CCOC(=O)C1CCCN(/C=C2\SC(=S)N(CC)C2=O)C1 (stereo unspecified)	-17%	16	-15%	1%	-15%	7.9*
CC(=O)N1N=C(c2cccc(O)c2)CC1c1cccs1 (stereo unspecified)	-10%	-3	-10%	12%	66%[activator]	-3
COc1ccccc1CNC(=O)c1ccncc1	5%	-8	15%	7%	-26%	2
O=C(NCCc1ccc(Cl)cc1)C1CC(=O)N(CCc2ccccc2)C1 (stereo unspecified)	-2%	-3	18%	10%	4.1µM*	18
CCOc1ccc2nc(NC(=O)CSc3nc(SC)ns3)sc2c1	-22%	70*	u	0%	91%[activator]	55*
O=C(Cn1nc(Cc2cccnc2)c2ccccc2c1=O)N1CCC2(CC1)OCCO2	-8%	-4	17%	8%	75%[activator]	0
COc1cc(-c2ccc(N)c(OC)c2)ccc1N	-29%	x	41%[activator]	x	44%[activator]	x
O=C(O)C1CCCCC1C(=O)Nc1ccc2c(c1)CCC2 (stereo unspecified)	6%	31	28%	9%	x	16
CCOc1ccc(C(C)=O)cc1Cc1c(O)nc(N)[nH]c1=O	1%	-14	-15%	6%	30%	-3
Cc1ccc(C2CCN(C(=S)Nc3cccc(Cl)c3)C2)cc1 (stereo unspecified)	13µM*	48*	-26%	-5%	u	23*
COc1ccc(OCCOc2ccc(C)nc2[N+](=O)[O-])cc1	-12%	93*	157%[activator]	0%	110%[activator]	49*
CCCN(CCC)S(=O)(=O)c1ccc(C(=O)Nc2ccc(OCC(=O)N3CCOCC3)cc2)cc1	u	5	u	-6%	x	-6
O=C(NNC(=O)C1C2CCC(C2)C1C(=O)O)c1ccc(Cl)cc1 (stereo unspecified)	-2%	57*	8%	1%	27%	17*
CCN(CC(O)COCc1ccc(Cl)cc1)C1CCCCC1 (stereo unspecified)	u	-6	10µM*	-5%	u	-8
C=CCn1c(=S)[nH]c2ccccc2c1=O	-4%	-4	-9%	-14%	u	-1
CCCCC(CCC(=O)O)(C(=O)OCC)c1csc(Nc2ccccc2)n1 (stereo unspecified)	-6%	-2	2%	1%	38%	-1
N/C(Cc1ccc(Cl)c(Cl)c1)=N\OC(=O)c1cccs1	u	-5	u	1%	u	2
O=C(NC1CCCCC1)c1c2c(nc3ccccc13)CCC2	0%	-1	-7%	-5%	34%[activator]	7

New compounds follow
SMILES	HCV inh	Shiga toxin inh	Pf growth 48h	FBPA Giardia inh	Pf growth 96h	Cycloheximide cs
Cc1c(Cl)cccc1NC(=S)N1CCN(c2ccccn2)CC1	12%	-2	13%	1%	0%	8
CCc1ccc(N=C2NC(=O)/C(=C/c3cc(OC)c(O)c(OC)c3)S2)cc1	u	-1	u	-11%	-30%	-1
O=C(Cn1nc(Cl)nc1Cl)c1ccc([N+](=O)[O-])cc1	5%	3	13µM*	1%	2.9µM*	10
Cc1ccc(S(=O)(=O)/N=C(/NC(=S)Nc2cccc(C)c2)c2ccccc2)cc1	-22%	77*	x	-9%	59%[activator]	54*
O=C(c1ccccc1)c1ccc(N=Nc2c(O)[nH]c(=O)[nH]c2=O)cc1	-4%	18	69%[activator]	8%	10%	-2
CSC1CCCCC1(O)CSc1nc2c(cc1C#N)CCCC2 (stereo unspecified)	u	9	9.3µM*	4%	55%[activator]	10
Cc1cc(-c2ccc(C(C)C)c(S(=O)(=O)N3CCN(c4ccccc4)CC3)c2)on1	u	-3	u	-2%	u	-5
CC1CCN(c2cc(=O)n(C3CCCCC3)c(=O)[nH]2)CC1	9%	2	3%	-1%	2%	-1
Cc1ccc(C(=O)N/C(=C\c2ccc(Cl)cc2)C(=O)NCCCN2CCOCC2)cc1	u	-6	-10%	6%	-20%	-2
CCOc1ccccc1N1CCN(Cc2cnc(-c3ccccc3)[nH]2)CC1	u	-1	13µM*	1%	9.3µM*	-1
CCOc1ccc(NC(=O)COc2ccc3c(c2)OCO3)cc1	7%	14	12%	-7%	-13%	16
CCN(CC)c1ccc2cc(C(=O)O)c(=O)oc2c1	1%	-2	7%	5%	-1%	3
C=CCN1C(=O)c2ccc(C(=O)NCCc3ccc(OC)c(OC)c3)cc2C1=O	9%	-8	-20%	-1%	u	-1
N/C(=N\OC(=O)Cc1ccc(Cl)cc1)c1ccccn1	14%	32	x	5%	-7%	20*
COc1cc(C(F)(F)F)ccc1C(=O)NCCc1ccco1	-9%	80*	48%[activator]	6%	1%	68*
Cc1nn(-c2ccccc2)c2c1C(O)n1c(nc3ccccc31)S2 (stereo unspecified)	11µM*	10	1.7µM*	-2%	-15%	4

Of the compounds above, these have an aryl thioether with sulfur outside any ring:
SMILES	HCV inh	Shiga toxin inh	Pf growth 48h	FBPA Giardia inh	Pf growth 96h	Cycloheximide cs
O=C(O)c1cccc(CSc2n[nH]c(-c3ccc(Cl)cc3Cl)n2)c1	10%	36	15%	13%	u	13
S=c1[nH]nc(CSc2nc3ccccc3s2)n1C1CCCCC1	-18%	27	2%	24%	u	1
CCOC(=O)N1CCN(C(=O)CSc2nnc(C3COc4ccccc4O3)o2)CC1 (stereo unspecified)	-10%	-7	x	2%	u	1
CC12CCC(c3nnc(SCc4ccc(Cl)cc4)nc31)C2(C)C (stereo unspecified)	9%	13	-12%	-1%	4.1µM*	-1
COc1ccc(S(=O)(=O)N2CCOCC2)cc1NC(=O)CSc1ccc(F)cc1	u	x	-8%	x	u	x
CC(=O)CSc1nc2c(c(=O)[nH]c(=O)n2C)n1CCCc1ccccc1	u	x	-17%	-16%	u	-2
Cn1ccnc1SCC(=O)NC1CCCCC1	-5%	9	35%[activator]	-6%	-25%	18
CCOc1ccc2nc(NC(=O)CSc3nc(SC)ns3)sc2c1	-22%	70*	u	0%	91%[activator]	55*
CSC1CCCCC1(O)CSc1nc2c(cc1C#N)CCCC2 (stereo unspecified)	u	9	9.3µM*	4%	55%[activator]	10
